UTI89 phage lysis: protection from phage-mediated lysis, alamar blue read-out – E. coli UTI89, K1F phage, bacterial capsule biogenesis inhibitors (AID 488966). inhibition, % at 100 µM, or IC50 in µM where a hit was titrated. E. coli UTI89 K1F phage lysis, alamar blue, 2 h; higher % means a stronger effect. 340,000 compounds, 0.02% hits;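 active = phage lysis inhibition, versus mean bacterial control, above a set limit; inconclusive = no clear call, values can overlap the other calls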;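 also: capsule biogenesis inhibitors block K1F phage lysis so surviving cells raise fluorescence; higher fluorescence means more inhibition of phage lysis; actives were called in the ten point dose series up to 300 µM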
SIAH1 antagonists: blockers of Siah-1 interaction with plectin peptide – biochemical, fluorescence polarization, rhodamine-plectin, uHTS, primary screen (AID 1817) | one-dose displacement, % at 20 µM; IC50 in µM for titrated hits | Siah-1 / rhodamine-plectin peptide fluorescence polarization; higher % means a stronger effect | 290,000 compounds, 0.02% hits;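 active = displacement of at least 50% at 20 µM, with a fluorescence ratio check between 0.3 and a set limit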;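 also: plate controls were Siah plus tracer with DMSO for no effect and tracer alone without Siah for full effect; strong numbers were not always called active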
HIV fusion peptide: cell-free HIV fusion peptide-binding blockers – biochemical, uHTS, fluorescence dequenching, primary screen (AID 1986) | cell-free peptide binding, fluorescence dequenching, 30 min; higher % means a stronger effect | inhibition, % at 20 µM; hits with a dose series show IC50 in µM | 290,000 compounds, 0.3% hits; in the data active = inhibition mostly above about 52%, no sharp cut-off; inactive = mostly below about 76%; also: some results filed as inactive read as strong as hits
GPR35 antagonists: inhibition of zaprinast-stimulated GPR35 beta-arrestin translocation – imaging, U2OS, beta-arrestin-GFP, zaprinast agonist, primary screen (AID 2058); U2OS GPR35 beta-arrestin-GFP translocation imaging, zaprinast antagonism; higher % means a stronger effect; one-dose inhibition, % at 10 µM; IC50 in µM for titrated hits; 290,000 compounds, 0.052% hits;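 active = inhibition of at least 50% with at least 30 cells and total cytoplasm GFP at most 10,000,000; inconclusive = under 30 cells or total GFP of 10,000,000 plus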
GPR55 LPI antagonism: GPR55 antagonists blocking LPI-driven arrestin recruitment, primary screen, imaging, U2OS, beta-arrestin-GFP, LPI agonist (AID 2013); U2OS GPR55 beta-arrestin-GFP translocation imaging, LPI antagonism; higher % means a stronger effect; one-dose inhibition, % at 10 µM; IC50 in µM for titrated hits; 290,000 compounds, 0.13% hits;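 active = spots per cell inhibited over 60%, with over 100 cells counted and total cytoplasm intensity under 500,000; inconclusive = wells with under 100 cells, flagged as likely toxic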;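 also: U2OS cells stably carrying GPR55 and arrestin-GFP stimulated by 5 µM LPI near EC80; imaged beta-arrestin-GFP aggregate spots per cell after agonist stimulation; plate controls were LPI-stimulated DMSO wells for no effect and DMSO wells without LPI for full effect; some results filed as inactive read as strong as hits; confirmed hits need IC50 under 10 µM and bright autofluorescent wells are also inconclusive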
AID2073: disruptors of CaV2.2 binding to Mint1 – biochemical, HTRF (AID 2073) | HTRF protein-protein interaction, Mint1-CaV2.2; higher % means a stronger effect | inhibition, % at 20 µM, or IC50 in µM where a hit was titrated | 290,000 compounds, 0.19% hits; in the data active = inhibition mostly above about 51%, no sharp cut-off; inconclusive = no clear call, values can overlap the other calls; inactive = mostly below about 53%; also: some results filed as inactive read as strong as hits
GPR55 beta-arrestin: GPR55 agonists via beta-arrestin recruitment, primary screen, imaging, U2OS cells, beta-arrestin-GFP redistribution (AID 1961) | 290,000 compounds, 0.048% hits | U2OS GPR55 beta-arrestin-GFP redistribution imaging; higher % means a stronger effect | one-dose activation, % at 10 µM; EC50 in µM for titrated hits;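 active = activation above 40% with more than 50 cells counted in the well; inconclusive = wells holding fewer than 50 cells, flagged as toxic or sparse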;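 also: U2OS osteosarcoma cells stably expressing GPR55 and beta-arrestin-GFP; plate controls were DMSO negative control for no effect and LPI positive control for full effect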
NTR1 ag: NTR1-driven beta-arrestin-GFP spot formation – imaging, U2OS cells, high content, primary screen (AID 493036); activation, % at 20 µM; P30989; 330,000 compounds, 0.17% hits; agonist mode;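 active = activation at or above 40% of the spot to cytoplasm intensity ratio, with at least 20 cells analyzed; inconclusive = wells under 20 cells, flagged as cytotoxic or low count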;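 also: 0% = DMSO without peptide and 100% = 100 nM NTR1 peptide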
Target sequence (P30989 whole entry, looked up): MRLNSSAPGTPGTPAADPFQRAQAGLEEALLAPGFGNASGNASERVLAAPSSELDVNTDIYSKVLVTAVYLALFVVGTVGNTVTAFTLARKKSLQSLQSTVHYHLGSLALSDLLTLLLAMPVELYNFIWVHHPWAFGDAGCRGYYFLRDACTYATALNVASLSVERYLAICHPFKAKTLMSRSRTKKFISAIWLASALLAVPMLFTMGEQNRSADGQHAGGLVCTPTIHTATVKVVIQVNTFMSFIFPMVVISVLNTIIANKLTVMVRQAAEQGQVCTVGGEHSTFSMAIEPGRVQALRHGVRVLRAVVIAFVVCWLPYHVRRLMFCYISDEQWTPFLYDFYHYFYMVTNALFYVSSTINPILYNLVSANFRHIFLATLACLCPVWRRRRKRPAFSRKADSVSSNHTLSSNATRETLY
Dengue-2 NS5 capping: Dengue-2 NS5 methyltransferase inhibitors, primary screen, biochemical, confirmation dose response (AID 588689). 340,000 compounds, 0.3% hits. Dengue-2 NS5 methyltransferase capping enzyme assay, biochemical; higher % means a stronger effect. one-dose inhibition, % at 25 µM; IC50 in µM for titrated hits; in the data active = a potency from the dose series; inconclusive = inhibition above about 29% without an active follow-up result
NTR1 ag cell count 20 µM: further read-out of NTR1 ag, marked with its call; cell count; measured here: cell count, cytotoxicity flag
Active calls of the source: *; ? = inconclusive; [ ] = remark or other dose.

(1) COc1ccc(N2CCN(S(=O)(=O)c3ccc4c(c3)NC(=O)CS4)CC2)cc1
(2) O=C(Nc1ccc2c(c1)C(=O)OC2)c1ccc(F)cc1F
(3) CC1Cc2ccccc2N1CC(=O)NCc1ccc2c(c1)OCO2 (configuration not stated)
(4) CC(=O)n1cc([C@@H]2C=C(C(=O)N3CCN(Cc4ccc5c(c4)OCO5)CC3)O[C@H](OCCCCO)C2)c2ccccc21
(5) Cc1ccc(NC(=O)CSC2=C(C#N)C(c3ccc4c(c3)OCO4)CC(=O)N2)cc1C (configuration not stated)
(6) Cc1ccc(S(=O)(=O)C2CCCCC2=O)cc1 (configuration not stated)
(7) CN1CCC(N(C)C(=O)CNC(=O)c2ccc(C(C)(C)C)cc2)CC1
(8) Cc1ccc(N=C2NC(=O)/C(=C\c3ccsc3)S2)c(C)c1
assay / compound	1	2	3	4	5	6	7	8
UTI89 phage lysis	0.2%	0.8%	4.3%	1.2%	6.9%	0.0%	1.6%	-0.5%
SIAH1 antagonists	3%	0%	4%	-2%	8%	-1%	1%	-3%
HIV fusion peptide	2.1%	-0.9%	-0.3%	0.9%	2.5%	0.0%	6.5%	7.7%
GPR35 antagonists	3%	15%	-8%	-13%	-6%	3%	0%	0%
GPR55 LPI antagonism	4%	9%	4%	0%	-9%	-4%	-1%	6%
AID2073	7%	-8%	-10%	0%	-9%	16%	-1%	-5%
GPR55 beta-arrestin	-0.4%	-0.2%	-0.1%	-0.2%	-0.2%	-0.1%	0.9%	?
NTR1 ag	1.2	-1.3	2.5	-5.3	2.9	2.6	-0.6	16
NTR1 ag cell count 20 µM	71	42	63	89	84	81	53	71
Dengue-2 NS5 capping	-10%	-4%	-6%	6%	-6%	-4%	-1%	2%

Retrieved by compound from above:
(5) Cc1ccc(NC(=O)CSC2=C(C#N)C(c3ccc4c(c3)OCO4)CC(=O)N2)cc1C (configuration not stated)
(2) O=C(Nc1ccc2c(c1)C(=O)OC2)c1ccc(F)cc1F
assay / compound	5	2
UTI89 phage lysis	6.9%	0.8%
SIAH1 antagonists	8%	0%
HIV fusion peptide	2.5%	-0.9%
GPR35 antagonists	-6%	15%
GPR55 LPI antagonism	-9%	9%
AID2073	-9%	-8%
GPR55 beta-arrestin	-0.2%	-0.2%
NTR1 ag	2.9	-1.3
NTR1 ag cell count 20 µM	84	42
Dengue-2 NS5 capping	-6%	-4%

(further entries)
(9) COc1cccc(N2CCN(C(=O)c3ccc(CS(=O)Cc4ccccc4Cl)o3)CC2)c1 (configuration not stated)
(10) CC(C(=O)N(C)C)N(C#N)c1nc(N(C)C)nc(N(C)C)n1 (configuration not stated)
(11) CNS(=O)(=O)c1cccc(C(=O)NC2CCCc3ccccc32)c1 (configuration not stated)
(12) COc1ccc(OC)c(C2=NOC(C(=O)Nc3cccc(C(C)=O)c3)C2)c1 (configuration not stated)
(13) C=C(c1cccc2ccccc12)P(=O)(O)O
(14) COc1ccc(-c2csc(Cc3nnc4n3CCCCC4)n2)cc1OC
(15) O=Cc1ccccc1OCCCOc1cccc2cccnc12
(16) CCOC(=O)c1ccc(C(=O)NNC(=O)C2C3C=CC(C3)C2C(=O)O)cc1 (configuration not stated)
assay / compound	9	10	11	12	13	14	15	16
UTI89 phage lysis	0.0%	0.5%	0.1%	0.4%	0.4%	0.8%	0.1%	1.7%[50 µM]
SIAH1 antagonists	-3%	0%	-5%	4%	-3%	0%	1%	5%
HIV fusion peptide	-0.4%	2.0%	1.3%	-0.1%	15%	0.4%	3.5%	0.6%
GPR35 antagonists	-7%	-11%	-8%	4%	0%	11%	-11%	-10%
GPR55 LPI antagonism	-18%	3%	1%	11%	8%	0%	-13%	-2%
AID2073	-1%	0%	6%	2%	13%	3%	13%	-3%
GPR55 beta-arrestin	-0.2%	-0.2%	-0.2%	-0.1%	-0.1%	-0.2%	0.7%	0.2%
NTR1 ag	-1.1	-2.2	0.5	-0.2	-1.1	1.0	0.8	-0.9
NTR1 ag cell count 20 µM	49	52	55	60	61	43	47	65
Dengue-2 NS5 capping	-1%	-8%	-1%	-6%	1%	4%	0%	-4%

(17) Cc1noc(NS(=O)(=O)c2ccc(NC(=O)c3nn(-c4ccccc4)ccc3=O)cc2)c1C
(18) COc1ccc(CCNC(=O)CN(C)S(=O)(=O)c2ccc(Br)s2)cc1OC
(19) CC(=O)N1c2ccc(S(=O)(=O)NCCC(=O)Nc3ccc(C)cn3)cc2CC1C (configuration not stated)
(20) CCOc1ccc2nc(SC3CC(=O)N(c4ccc(OC)cc4OC)C3=O)sc2c1 (configuration not stated)
(21) CN(C)S(=O)(=O)c1cccc(NC(=O)c2cc3c(=O)n4ccccc4nc3s2)c1
(22) COC(=O)c1cc(NC(=O)Cc2coc3cc(OC)ccc23)cc(C(=O)OC)c1
(23) CCn1c(C)nc([N+](=O)[O-])c1C(=O)O
(24) CC(C)(C)CC(=O)N[C@@H](Cc1ccccc1)c1nc2ccccc2[nH]1
assay / compound	17	18	19	20	21	22	23	24
UTI89 phage lysis	0.4%	1.9%[50 µM]	0.4%	1.0%	0.4%	-0.5%	0.4%	0.5%
SIAH1 antagonists	6%	-2%	0%	16%	0%	-3%	6%	1%
HIV fusion peptide	1.6%	-1.3%	0.5%	0.9%	-2.4%	-1.9%	-0.1%	2.1%
GPR35 antagonists	17%	11%	6%	10%	-4%	11%	4%	-1%
GPR55 LPI antagonism	9%	2%	-8%	8%	-3%	-4%	-4%	16%
AID2073	-6%	0%	13%	?	18%	2%	2%	-4%
GPR55 beta-arrestin	-0.1%	-0.2%	-0.1%	-0.1%	0.3%	-0.1%	1.6%	0.7%
NTR1 ag	0.2	0.7	-1.6	2.1	4.2	2.3	1.1	2.3
NTR1 ag cell count 20 µM	84	60	56	80	40	94	61	44
Dengue-2 NS5 capping	-1%	-8%	-4%	-4%	-9%	-4%	5%	-16%

Structures above that have nitrogen in an aromatic ring:
(4) CC(=O)n1cc([C@@H]2C=C(C(=O)N3CCN(Cc4ccc5c(c4)OCO5)CC3)O[C@H](OCCCCO)C2)c2ccccc21
(10) CC(C(=O)N(C)C)N(C#N)c1nc(N(C)C)nc(N(C)C)n1 (configuration not stated)
(14) COc1ccc(-c2csc(Cc3nnc4n3CCCCC4)n2)cc1OC
(15) O=Cc1ccccc1OCCCOc1cccc2cccnc12
(17) Cc1noc(NS(=O)(=O)c2ccc(NC(=O)c3nn(-c4ccccc4)ccc3=O)cc2)c1C
(19) CC(=O)N1c2ccc(S(=O)(=O)NCCC(=O)Nc3ccc(C)cn3)cc2CC1C (configuration not stated)
(20) CCOc1ccc2nc(SC3CC(=O)N(c4ccc(OC)cc4OC)C3=O)sc2c1 (configuration not stated)
(21) CN(C)S(=O)(=O)c1cccc(NC(=O)c2cc3c(=O)n4ccccc4nc3s2)c1
(23) CCn1c(C)nc([N+](=O)[O-])c1C(=O)O
(24) CC(C)(C)CC(=O)N[C@@H](Cc1ccccc1)c1nc2ccccc2[nH]1
assay / compound	4	10	14	15	17	19	20	21	23	24
UTI89 phage lysis	1.2%	0.5%	0.8%	0.1%	0.4%	0.4%	1.0%	0.4%	0.4%	0.5%
SIAH1 antagonists	-2%	0%	0%	1%	6%	0%	16%	0%	6%	1%
HIV fusion peptide	0.9%	2.0%	0.4%	3.5%	1.6%	0.5%	0.9%	-2.4%	-0.1%	2.1%
GPR35 antagonists	-13%	-11%	11%	-11%	17%	6%	10%	-4%	4%	-1%
GPR55 LPI antagonism	0%	3%	0%	-13%	9%	-8%	8%	-3%	-4%	16%
AID2073	0%	0%	3%	13%	-6%	13%	?	18%	2%	-4%
GPR55 beta-arrestin	-0.2%	-0.2%	-0.2%	0.7%	-0.1%	-0.1%	-0.1%	0.3%	1.6%	0.7%
NTR1 ag	-5.3	-2.2	1.0	0.8	0.2	-1.6	2.1	4.2	1.1	2.3
NTR1 ag cell count 20 µM	89	52	43	47	84	56	80	40	61	44
Dengue-2 NS5 capping	6%	-8%	4%	0%	-1%	-4%	-4%	-9%	5%	-16%

High-throughput results: PubChem BioAssay, several laboratories
